IDE cell inh: inhibits human insulin-degrading enzyme in HEK cells. P14735. 320,000 compounds, 0.41% hits. inhibition, % at 5.59 µM. AID 434962. FAbetaB cleavage, fluorescence polarization;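 active = percent inhibition above the average of all tested compounds plus 3 SD, set per screening campaign, cut at about 16% in these data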;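 note: IDE supplied by intact live HEK cells; FP after avidin binding of uncleaved biotin substrate so inhibition keeps polarization high; 0% = DMSO wells and 100% = 60 µM reference IDE inhibitor Ii1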
Target sequence (P14735 whole entry, looked up): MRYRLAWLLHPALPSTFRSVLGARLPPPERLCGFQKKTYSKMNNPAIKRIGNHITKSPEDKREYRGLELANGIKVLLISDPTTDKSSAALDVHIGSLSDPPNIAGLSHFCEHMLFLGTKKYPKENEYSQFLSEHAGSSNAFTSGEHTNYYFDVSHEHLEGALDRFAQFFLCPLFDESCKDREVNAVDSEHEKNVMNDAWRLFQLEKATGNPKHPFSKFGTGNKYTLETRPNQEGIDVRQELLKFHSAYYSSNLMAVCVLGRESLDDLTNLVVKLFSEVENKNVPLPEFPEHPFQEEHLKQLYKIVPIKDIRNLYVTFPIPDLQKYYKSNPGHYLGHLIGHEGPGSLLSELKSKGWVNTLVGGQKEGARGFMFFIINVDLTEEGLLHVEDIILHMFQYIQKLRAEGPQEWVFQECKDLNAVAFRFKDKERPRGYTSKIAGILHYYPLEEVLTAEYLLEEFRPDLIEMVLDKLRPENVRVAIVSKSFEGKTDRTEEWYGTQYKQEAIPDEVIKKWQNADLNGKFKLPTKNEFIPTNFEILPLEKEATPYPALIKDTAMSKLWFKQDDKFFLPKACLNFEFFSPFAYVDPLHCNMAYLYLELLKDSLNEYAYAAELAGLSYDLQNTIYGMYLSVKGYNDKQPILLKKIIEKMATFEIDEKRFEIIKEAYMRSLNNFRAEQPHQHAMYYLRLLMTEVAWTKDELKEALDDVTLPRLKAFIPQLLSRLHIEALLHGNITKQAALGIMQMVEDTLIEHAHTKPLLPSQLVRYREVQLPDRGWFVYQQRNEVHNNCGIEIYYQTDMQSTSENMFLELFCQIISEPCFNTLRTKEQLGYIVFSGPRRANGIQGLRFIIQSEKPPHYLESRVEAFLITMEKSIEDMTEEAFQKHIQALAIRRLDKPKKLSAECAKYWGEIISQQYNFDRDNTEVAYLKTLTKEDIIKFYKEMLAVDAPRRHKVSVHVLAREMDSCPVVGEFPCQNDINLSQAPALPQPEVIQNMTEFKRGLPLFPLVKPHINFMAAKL
IDE cell activ: IDE (human) activation, cell-based. P14735. HEK cells, FAbeta-B cleavage, fluorescence polarization; 0% vehicle, 100% cell-free pure enzyme wells. activation, % at 5.96 µM. 340,000 compounds, 0.073% hits. AID 493087;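 active = activation above the mean of all tested compounds plus 3 SD, set per screening campaign, cut at about 17% in these data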
* marks the source's active call; other numbers are inactive results.

SMILES	IDE cell inh	IDE cell activ
Cc1noc(C)c1COc1ccc(C(=O)NNC(=O)c2ccccc2F)cc1	2	-6
O=C(c1ccc(S(=O)(=O)Nc2ccccc2F)cc1)N1CCCCCC1	5	3
O=C(OCC(=O)N1CCOCC1)c1ccc(Cl)c(S(=O)(=O)N2CCc3ccccc32)c1	2	3
O=C(c1ccc2n[nH]nc2c1)N1CCN(c2ccc(C(F)(F)F)cn2)CC1	7	-16
CC(=O)c1ccccc1NS(=O)(=O)c1ccc2c(c1)CC(=O)N2	7	6
CCCSc1ccc([C@H]2N[C@@](Cc3ccccc3)(C(=O)OC)[C@H]3C(=O)N(C)C(=O)[C@@H]23)cc1	0	5
O=C(NCC(c1ccco1)N1CCc2ccccc21)c1ccccc1 (stereo not drawn)	-5	-4
Cc1cccn2c(=O)c(C(=O)NC3CCCCC3C)c(O)nc12 (stereo not drawn)	1	2
O=C(NCC(c1ccco1)N1CCCC1)c1ccccc1Sc1ccc(C(F)(F)F)cc1[N+](=O)[O-] (stereo not drawn)	1	4
c1ccc(C[C@H]2CNCCN2CC2(c3ccccc3)CC2)cc1	1	5
O=C(Nc1ccncc1)c1ccc2ncsc2c1	0	1
O=C(Cn1cnc2c(OCc3ccccc3)ncnc21)NCC1CCCO1 (stereo not drawn)	-1	5
O=C(NC1CC(=O)N(c2ccc(Cl)cc2)C1)C1CC1 (stereo not drawn)	4	3
N/C(=N\OCC(=O)Nc1ccc(F)c(Cl)c1)c1ccccc1	3	2
O=C(Nc1ccccc1)c1cn(CCBr)cn1	-1	2
CC1CCN(C(=O)c2[nH]cnc2C(=O)N[C@H](C)c2ccccc2)CC1	3	1
CCc1ccc(C(=O)NNC(=O)CN2C(=O)NC3(CCCC3)C2=O)cc1	3	1
Cc1ccc2c(CC(=O)NCC3(N4CCOCC4)CCCCC3)coc2c1C	6	3
O=C(COc1ccc(Cl)cc1Br)NCC(c1ccco1)N1CCCC1 (stereo not drawn)	-2	3
COc1ccccc1NC(=O)c1sc2nc(C)cc(C)c2c1N	5	3
CC(NS(=O)(=O)c1cc2c3c(c1)CCC(=O)N3CCC2)c1ccccc1 (stereo not drawn)	-6	4
O=C(COC(=O)c1cccc(S(=O)(=O)N2CCOCC2)c1)NCc1ccc2c(c1)OCO2	5	-5
CN(CC(=O)Nc1ccccc1Cl)C(=O)C1CCN(S(=O)(=O)c2ccc3c(c2)OCCO3)CC1	1	4
CCC(C)[C@H]1CNCCN1CCc1cccc(F)c1 (stereo partly drawn)	-1	6
CCOc1ncccc1C(=O)Nc1cc(S(=O)(=O)N2CCOCC2)ccc1OCC(F)(F)F	9	3

(next part)
SMILES	IDE cell inh	IDE cell activ
C(#Cc1ccc2c(c1)COc1c3ccccc3nn1-2)c1ccccc1	3	1
CC(C)(C)OC(=O)N1CCC(NC(=O)c2ncn(Cc3ccccc3)c2C(=O)NC2CCN(C(=O)OC(C)(C)C)CC2)CC1	2	2
CCCn1nc(C(=O)NNC(=O)c2ccc(C)c(C)c2)c2ccccc2c1=O	5	0
O=C1C[C@H](NC(=O)OCc2ccccc2)CO1	9	-1
COc1cc(/C=C/C(=O)O)ccc1OS(=O)(=O)c1c(C)cc(C)cc1C	7	5
CN(CC(=O)Nc1cccc(F)c1)C(=O)c1ccccc1OCC(=O)Nc1cccc(C(F)(F)F)c1	2	1
CCOc1ccc(/C=N/OCC(=O)Nc2cc(S(=O)(=O)N3CCOCC3)ccc2OC)cc1	-1	1
CC(O)c1cc2c(s1)c1cnn(Cc3ccccc3F)c(=O)c1n2C (stereo not drawn)	-2	3
CSc1ccc(CN(C)C(=O)C2CCN(C(=O)Nc3ccccc3)CC2)cc1	-2	-1
COc1ccc(C(=O)Nc2c(O)ccc3ccccc23)cc1OC	6	6
COCCCNC(=O)CC1C[C@H](C(=O)N2CCOCC2)[C@@]2(C)c3[nH]c4ccccc4c3CCN2C1=O (stereo partly drawn)	1	1
CC(C)C[C@H](CO)N(Cc1ccccc1)S(=O)(=O)N(Cc1ccccc1)[C@@H](CO)CC(C)C	5	7
CNC(=S)Nc1ccc(N2CCCC2)c(S(=O)(=O)Nc2ccc(OC)cc2)c1	7	7
CN(Cc1ccccc1)C(=O)c1ccc(NC(=O)Cc2ccc([N+](=O)[O-])cc2)cc1	-1	5
CCN(c1ccccc1)S(=O)(=O)c1ccc(C(=O)Nc2cc(C)ccn2)cc1	0	-1
CC(=O)N1CCN(c2ccc(NCc3ccc(Br)o3)cc2)CC1	4	-1
C#CCOCCOCCOCCNc1nc(N2CCN(C(=O)[C@H](CCCCN)n3cc([C@@H](N)[C@H](C)CC)nn3)CC2)nc(N2CCN(C(=O)[C@H](CCC(=O)O)n3cc([C@@H](N)CCCCN)nn3)CC2)n1	1	-5
O=C(Nc1ccccc1)OCC1CCCO1 (stereo not drawn)	3	6
Cc1cccc(NS(=O)(=O)c2ccc(C(=O)NCC(c3ccco3)N3CCCCC3)cc2)c1C (stereo not drawn)	0	2
COC(=O)c1ccc(NC(=O)CSc2nnc(-c3ccccc3Br)n2-c2ccccc2)cc1	3	0
CCOC(=O)c1ccc(/C=C2\c3ccccc3C(=O)N2c2ccccc2)cc1F	0	6
Cc1cc(NC(=O)CSc2nnc3ccc(-c4ccc(F)cc4)nn23)no1	-3	-2
CCOC(=O)[C@H]1[C@H]2COc3ccccc3[C@@H]2N2C(=O)c3cc(C)ccc3NC(=O)[C@@]12C	0	3
O=C(C[C@H]1C/C=C\CC[C@H](Cc2ccc(F)cc2)C(=O)O[C@H](c2ccccc2)CNC1=O)N[C@H](CO)Cc1ccccc1	1	-2
CCCCn1c(N)c(N(CCC(C)C)C(=O)c2cc(CC)c(C)s2)c(=O)[nH]c1=O	-2	2

Next records follow:
SMILES	IDE cell inh	IDE cell activ
CCOC(=O)CNS(=O)(=O)Cc1ccccc1	2	4
O=C(NCC(c1ccco1)N1CCCC1)c1cc2ccccc2s1 (stereo not drawn)	-7	4
COc1cccc(NC(=O)CN(C)C(=O)CC2Sc3ccccc3NC2=O)c1 (stereo not drawn)	-3	2
C[C@H](CO)N1C[C@H](C)[C@@H](CN(C)CC2CC2)Oc2c(NC(=O)Cc3ccccc3)cccc2C1=O	2	5
O=C(NCCCN1CCOCC1)C1CCN(S(=O)(=O)c2cccc(Cl)c2Cl)CC1	-1	6
Cc1ccc([C@H]2C(C(=O)O)=CC[C@@H](c3ccc(Cl)cc3)N2S(=O)(=O)c2ccc(C)cc2)cc1	5	-1
CN(C)S(=O)(=O)c1ccc2c(c1)C(=O)c1cc(S(=O)(=O)N(C)C)ccc1CC2	4	1
CCOC(=O)C1=CC[C@H]2c3c(c4ccccc4n3C)C(=O)C1N2Cc1ccccc1	0	-2
COC(=O)c1c(C)[nH]c(C(=O)CN2C(=O)NC3(CCOc4ccccc43)C2=O)c1C (stereo not drawn)	2	1
CC(C)CN(C(=O)CCNC(=O)c1ccc(Cl)cc1)C1CCS(=O)(=O)C1 (stereo not drawn)	3	5
Cc1ccccc1NC(=O)Cc1nc(COC(=O)c2cccc(O)c2)cs1	-1	2
O=C(Nc1ccc(F)c(Cl)c1)C1CCCN(C2=NS(=O)(=O)c3ccccc32)C1 (stereo not drawn)	0	-2
O=C(COC(=O)c1cc([N+](=O)[O-])ccc1N1CCOCC1)NC1CCS(=O)(=O)C1 (stereo not drawn)	0	4
COC(=O)[C@]1(Cc2ccccc2)N[C@H](CN(C)C(=O)c2ccc(C)cc2)[C@@H]2C(=O)N(Cc3ccccc3)C(=O)[C@@H]21	3	2
Cc1cccc(OCCNS(=O)(=O)c2ccc(Cl)cc2)c1	3	1
CC(=O)c1cccc(NC(=O)C(C)OC(=O)c2ccc(Br)o2)c1 (stereo not drawn)	0	-4
CC(OC(=O)c1cc(Br)ccc1O)C(=O)NC1(C#N)CCCCC1 (stereo not drawn)	10	0
Nc1ccc(S(=O)(=O)NCC(=O)OC2CCOC2=O)cc1[N+](=O)[O-] (stereo not drawn)	-1	7
COc1ccc(OCCOC(=O)CNS(=O)(=O)c2ccc(SC)c([N+](=O)[O-])c2)cc1	-3	3
CCCCOc1ccc(C(=O)NCC(=O)NNC(=O)C2COc3ccccc3O2)cc1 (stereo not drawn)	-2	4
O=C1C(Cc2ccccc2)Nc2ncnc(N3CCN(c4ccccc4)CC3)c2N1Cc1ccc(Cl)cc1 (stereo not drawn)	-2	5
COc1ccc([C@H]2CC(=O)C=C(c3ccc(CO)cc3)C2)cc1	2	2
Cc1cc(C(=O)NCC(C)(C)N2CCOCC2)c(C)o1	-5	7
N#Cc1ccccc1OCC(=O)OCC(=O)c1ccc[nH]1	0	2
O=C(COC(=O)CCc1c[nH]c2ccccc12)NCCc1ccccc1	2	2

More entries.
SMILES	IDE cell inh	IDE cell activ
COc1cc(-c2cc(C(=O)Nc3cc(S(=O)(=O)N4CCOCC4)ccc3O)c3ccccc3n2)cc(OC)c1OC	-2	1
O=C(CSC(=O)c1ccccc1)Nc1ccccc1F	0	-3
CC(=O)Nc1ccc(S(=O)(=O)N(C)CC(=O)Nc2ccc(F)c(F)c2F)cc1	-5	4
CC(=O)C[C@@H](O)CC(=O)[C@H]1OC(=O)CC/C=C\Cc2ccccc21	-4	0
CCN(CC(=O)Nc1c(F)cccc1F)C(=O)Cc1ccsc1	-3	2
COc1ccc2c(c1)[C@H]1[C@H](CO2)[C@H](c2ccccc2)[C@]2(C)C(=O)Nc3cc(F)c(F)cc3C(=O)N12	3	0
S=C(NCc1ccccc1)N1CCN(C(=S)NCc2ccccc2)CC1	1	2
COc1ccc(CNC(=O)CN(c2ccccc2OC)S(=O)(=O)c2cccs2)cc1	4	2
O=C1C=C(c2cccc3c2oc2ccccc23)C[C@@H](c2ccc(F)cc2)C1	7	3
CN(Cc1ccccc1F)C(=O)c1ccc(NS(=O)(=O)c2ccc3[nH]c(=O)[nH]c3c2)cc1	2	7
CCN(C(=O)Cn1nc(C)c([N+](=O)[O-])c1C)C1CCS(=O)(=O)C1 (stereo not drawn)	-11	7
CCc1cccc(CC)c1NC(=O)C1CSC2(C)CCC(=O)N12 (stereo not drawn)	0	3
COc1ccc(NC(=O)Cc2ccc(Cl)cc2)cc1S(=O)(=O)N1CCCCC1	4	3
c1ccc2c(c1)ccc1nnnn12	0	-4
Cc1ccccc1C(=O)NNC(=O)c1cc(S(=O)(=O)N2CCOCC2)ccc1C	2	0
Cc1ccc(NC(=O)CN(C)C(=O)CCSc2ccc(F)cc2)cc1	7	5
O=C(Cc1cccs1)Nc1cc(S(=O)(=O)N2CCCCC2)ccc1Cl	-4	-2
CC[C@@]1(C(=O)OC)N[C@H](CN(C)C(=O)COC)[C@@H]2C(=O)N(C)C(=O)[C@@H]21	-2	0
Cc1cccc(C(=O)OCC(=O)NNC(=O)c2cccs2)c1O	-1	2
Cc1ccnc(NC(=O)CCCNC(=O)c2ccc(Cl)cc2)c1	-1	5
CCOc1ccc(CCNC(=O)COC(=O)CNS(=O)(=O)c2ccc(NC(C)=O)cc2)cc1OCC	-3	7
CCOc1ccc(Oc2ccccc2NC(=O)CN2C(=O)NC3(CCCC3)C2=O)cc1	1	2
CC(C)c1ccc(C2(C)NC(=O)N(CC(=O)N3CCN(C(=O)c4cccs4)CC3)C2=O)cc1 (stereo not drawn)	2	5
Cc1cccc(N2CCN(C(=O)COc3ccc4c(c3)CCC4)CC2C)c1 (stereo not drawn)	-2	2
Cc1ccc(S(=O)(=O)N2CCN(C(=O)CSc3ncn[nH]3)CC2)c(C)c1	1	2

15 structures out of the list, arranged by length of the SMILES, falling.
SMILES	IDE cell inh	IDE cell activ
COc1ccc2c(c1)[C@H]1[C@H](CO2)[C@H](c2ccccc2)[C@]2(C)C(=O)Nc3cc(F)c(F)cc3C(=O)N12	3	0
COCCCNC(=O)CC1C[C@H](C(=O)N2CCOCC2)[C@@]2(C)c3[nH]c4ccccc4c3CCN2C1=O (stereo partly drawn)	1	1
CC[C@@]1(C(=O)OC)N[C@H](CN(C)C(=O)COC)[C@@H]2C(=O)N(C)C(=O)[C@@H]21	-2	0
CC(C)C[C@H](CO)N(Cc1ccccc1)S(=O)(=O)N(Cc1ccccc1)[C@@H](CO)CC(C)C	5	7
Cc1cccc(NS(=O)(=O)c2ccc(C(=O)NCC(c3ccco3)N3CCCCC3)cc2)c1C (stereo not drawn)	0	2
O=C(OCC(=O)N1CCOCC1)c1ccc(Cl)c(S(=O)(=O)N2CCc3ccccc32)c1	2	3
CCOc1ccc(Oc2ccccc2NC(=O)CN2C(=O)NC3(CCCC3)C2=O)cc1	1	2
COc1ccc(CNC(=O)CN(c2ccccc2OC)S(=O)(=O)c2cccs2)cc1	4	2
CCCCOc1ccc(C(=O)NCC(=O)NNC(=O)C2COc3ccccc3O2)cc1 (stereo not drawn)	-2	4
Cc1noc(C)c1COc1ccc(C(=O)NNC(=O)c2ccccc2F)cc1	2	-6
CC(=O)c1cccc(NC(=O)C(C)OC(=O)c2ccc(Br)o2)c1 (stereo not drawn)	0	-4
CC(O)c1cc2c(s1)c1cnn(Cc3ccccc3F)c(=O)c1n2C (stereo not drawn)	-2	3
O=C(NCC(c1ccco1)N1CCc2ccccc21)c1ccccc1 (stereo not drawn)	-5	-4
COc1ccccc1NC(=O)c1sc2nc(C)cc(C)c2c1N	5	3
O=C(Nc1ccccc1)OCC1CCCO1 (stereo not drawn)	3	6

(cont.)
SMILES	IDE cell inh	IDE cell activ
O=[N+]([O-])c1ccc(N2CCCCC2)nc1	8	5
CCN(CC(=O)NC1CCS(=O)(=O)C1)S(=O)(=O)c1c(C)c(C)cc(C)c1C (stereo not drawn)	-1	2
COc1ccc(OCCCC(=O)OCC(=O)Nc2c(C)nn(-c3ccccc3)c2C)cc1	3	4
COC(=O)C1=C(C)N(Cc2ccccc2)C(=NCCc2ccccn2)N[C@H]1c1cccc(C(F)(F)F)c1	3	8
CC(C)(C)OC(=O)NCCCCCNC(=O)c1[nH]cnc1C(=O)Nc1ccc(Cl)cc1	-3	2
CCn1nnc2cc(C(=O)N3CCC(C(=O)OC)CC3)ccc21	4	1
CCSc1ccc([C@@H]2[C@@H]3C(=O)N(C)C(=O)[C@@H]3[C@]3(C(=O)OC)CCCCN23)cc1OC	1	2
COc1ccc(NC(=O)COc2cccc(C(F)(F)F)c2)cn1	0	-2

Screens (PubChem)

Not all compounds are listed (hit frequency here may not be typical).
